High-throughput results (PubChem)
Lipid storage S3: qHTS Assay for Lipid Storage Modulators in Drosophila S3 Cells; Drosophila S3 cells, BODIPY lipid droplet fluorescence, 18-24 h; cells fed with added oleic acid; Potency in µM for hits, for the others lipid storage change, negative = inhibition, % at the top dose, mostly 46.1 µM; 0.64% of 320,000 active; AID 2685; active = well fitted inhibition curve with a large enough effect in the signal ratio, with a control signal flat, not every such curve was filed as active; inconclusive = small, poorly fitted or top-dose-only effect, or effect the other way, or a change in a side signal; the % refers to the signal ratio
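Drosophila S3 cells loaded with oleic acid (400 uM, as added) and compounds at several concentrations; lipid droplets imaged by 488-nm laser-scanning cytometry, 500–530 nm intensity and object ratio to cell channel. Percent activity normalized to 20 uM Triacsin C.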
Lipid storage S3 cell count max: further read-out of Lipid storage S3, marked with its call; cell number change, %; measured here: cell count max response;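 cells counted by Cell Tracker Red CMTPX staining in the red channel; peak over a dose series mostly up to 46.1 µM; percent activity relative to internal control wells on each plate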
The depositor's hits bear a star; i = inactive; ? = inconclusive; nt = not tested or not shown; [ ] = remark or other dose. % is set by controls: 0 for no effect and ±100 for the full control effect; potency is the fitted concentration of half-maximal effect.

structure,Lipid storage S3,Lipid storage S3 cell count max
O=C(c1ccco1)N1CCN(C(=O)C2CCN(S(=O)(=O)c3cccs3)CC2)CC1,8%,-9
CC(C)c1ccc(OCC(=O)Nc2ccc(S(=O)(=O)Nc3ccccn3)cc2)cc1,?,nt
Cc1ccc(S(=O)(=O)Nc2cc3c4c(c2)CCC(=O)N4CCC3)cc1,i,nt
Cc1ccc(SCC(=O)OCC(=O)NCC2CCCCC2)cc1C,?,nt
CC1=C([N+](=O)[O-])C(c2ccccc2C(F)(F)F)NC(=O)N1C (stereo not given),-6%,21
CN(C)C(=O)C[n+]1cccc(/C=N/O)c1,?,nt
Cc1ccc(S(=O)(=O)N2CCN(S(C)(=O)=O)C2C)cc1 (stereo not given),-10%,-19
Cn1nc(C(=O)OCC(=O)Nc2ccccc2[N+](=O)[O-])c2ccccc2c1=O,12%,11
COc1ccc(-c2csc(NC(=O)CSc3nnc(Nc4ccccc4C)s3)n2)cc1,?,nt
CCOC(=O)c1ccc(NC(=O)CSc2nc(C)cc(=O)[nH]2)cc1,8%,3
CCCCNC(=O)CSc1nc2n[nH]c(C)c2c(=N)n1-c1cccc(Cl)c1C,?,nt
C#CCSc1[nH]c(=O)cc(C)c1C#N,17%,-2
Cc1cc(NC(=O)Cn2c(C)nc3ccccc3c2=O)ccc1Br,1%,12
CN(C(=O)CN1C(=O)/C(=C/c2ccc(Cl)cc2)SC1=S)C1CCS(=O)(=O)C1 (stereo not given),i,-9
Cc1[nH]c2ccc(C(=O)OC(C)C(=O)NCc3ccccc3)cc2c1C (stereo not given),?,nt
Cc1ccc(S(=O)(=O)N2CCOCC2)c(C)c1-n1cnnn1,-11%,-4
CC(C)C[C@H]1CN=C(N(C)C)N1CCCCc1ccccc1,?,nt
O=C(Nc1ccc(Cl)c(Cl)c1)C1C2C=CC3(O2)C1C(=O)N(CCN1CCCCC1)C3C(=O)NC1CCCCC1 (stereo not given),i,2
CC(=O)NC(Cc1c[nH]c2ccccc12)C(=O)N1CCN(S(=O)(=O)c2ccccc2)CC1 (stereo not given),11%,-2
Cc1ccc(C(=O)Nc2cccnc2)cc1S(=O)(=O)N1CCCCC1,-13%,-2
CCNc1nc(Nc2ccc(C)c(Cl)c2)c2cnn(C)c2n1,?,nt
NS(=O)(=O)c1ccc(CNC(=O)/C=C/c2ccc(Cl)c(Cl)c2)cc1,-1%,-2
COc1ccc(NC(C)C(=O)N2CCN(Cc3ccccc3)CC2)cc1 (stereo not given),?,nt
CC(C)Oc1cccc(C(=O)C2CCCN(Cc3cnc(N4CCCC4)s3)C2)c1 (stereo not given),?,nt
CCN(CC)c1ccc(C(=O)NNC(=O)c2ccc3c(=O)n4c(nc3c2)CCC4)cc1,?,nt
COc1cccc(C(=O)Nc2cc(OC)ccc2NC(=O)c2ccco2)c1,?,nt
O=C1Nc2ccccc2/C1=N\c1sc2c(c1C(=O)Nc1ccccc1)CCCC2,-1%,-20
COc1ccc(NC(=S)NNC(=O)Cn2nc(C(F)F)cc2C(F)F)cc1,26%,-2
COc1ccc(CCC(=O)NNC(=O)c2cc(Cl)ccc2OC)cc1OC,?,nt
O=C(c1cn(-c2ccccc2)nc1-c1cccs1)N1CCN(c2ccccc2)CC1,?,nt
CCc1c(C)nc2c(-c3ccccc3)c[nH]n2c1=O,?,nt
O=C1OCC2=C1C(c1ccc(F)cc1)c1cc3c(cc1N2)OCO3 (stereo not given),-14%,-6
Cc1ccc(-c2csc3nc(C(C)C)oc(=O)c23)c(C)c1,-4%,6
O=C(NC1=NCCS1)c1cccc(S(=O)(=O)N2CCOCC2)c1,-10%,-5
COc1cccc(OC)c1C(=O)Nc1cc(C)on1,20%,-7
OC1(Cc2ccn[nH]2)CCCCC1,?,nt
CC(CC(=O)Nc1ccc(Cl)c(S(=O)(=O)N2CCOCC2)c1)c1ccccc1 (stereo not given),?,nt
Oc1ccc(/C=N/n2c3ccccc3c3ccccc32)cc1,?,nt
O=C(NC(=O)c1c(Cl)cccc1Cl)Nc1ccc(Oc2cccnc2)nc1,8%,2
COc1ccc(NS(=O)(=O)c2cccc(-c3nnc4n3CCCCC4)c2)cc1,?,nt
CCC(c1nnnn1Cc1ccc(F)cc1)N1CCN(C)CC1 (stereo not given),-5%,15
CCOc1cc(N2CCOCC2)c(OCC)cc1NC(=O)CCC1CCCC1,-6%,11
Cc1ccc2nc(N(CCN3CCOCC3)C(=O)CCS(=O)(=O)c3ccccc3)sc2c1,?,nt
CCOc1ccc(-c2nc(-c3cccnc3)no2)cc1,6%,-1
COc1ccc(S(=O)(=O)N(C)CC(=O)Nc2ccccc2C(F)(F)F)cc1,-5%,4
O=C(Oc1ccc(/C=N/Nc2nc(N3CCCCC3)nc(N3CCCCC3)n2)cc1)c1ccco1,-29%,-2
CCC(=O)Nc1ccc(C(=O)COC(=O)C(CCSC)NC(=O)COc2ccccc2)cc1 (stereo not given),?,nt
Cc1cccn2c(=O)c3cc(C(=O)NC4CCCC4)c(=N)n(CC4CCCO4)c3nc12 (stereo not given),-12%,3
CC(C)CC(=O)c1c[nH]c(C(=O)NCCCn2ccnc2)c1,i,nt
COc1ccc(C2/C=C\CN(C(=O)c3ccc(C)cc3)CC(=O)N2Cc2ccc(F)cc2)cc1 (stereo not given),8%,nt

Looked up by structure from the list above:
structure,Lipid storage S3,Lipid storage S3 cell count max
CCOc1cc(N2CCOCC2)c(OCC)cc1NC(=O)CCC1CCCC1,-6%,11
CCC(c1nnnn1Cc1ccc(F)cc1)N1CCN(C)CC1 (stereo not given),-5%,15
CCC(=O)Nc1ccc(C(=O)COC(=O)C(CCSC)NC(=O)COc2ccccc2)cc1 (stereo not given),?,nt
O=C(Oc1ccc(/C=N/Nc2nc(N3CCCCC3)nc(N3CCCCC3)n2)cc1)c1ccco1,-29%,-2
COc1ccc(C2/C=C\CN(C(=O)c3ccc(C)cc3)CC(=O)N2Cc2ccc(F)cc2)cc1 (stereo not given),8%,nt
CC(C)CC(=O)c1c[nH]c(C(=O)NCCCn2ccnc2)c1,i,nt

Next part.
structure,Lipid storage S3,Lipid storage S3 cell count max
c1ccc(-c2nnc3ccc(N4CCC5(CC4)OCCO5)nn23)cc1,23%,-1
CCN(C(=O)CSc1nnc2ccccn12)C1CCS(=O)(=O)C1 (stereo not given),5%,-3
CN(C)CCNc1oc(COc2ccc(Cl)cc2Cl)nc1C#N,i,24
C=CCn1c(=O)c(C(=O)NCCc2ccccc2)c(O)c2ccccc21,?,nt
CCCN(c1ccc(C(C)C)cc1)S(=O)(=O)c1c(C)noc1C,?,nt
Cc1cccc(NS(=O)(=O)c2ccc3c(c2)Cc2cc(S(=O)(=O)Nc4cccc(C)c4C)ccc2-3)c1C,-14%,-11
CCc1ccc(NC(=O)COc2ccc(/C=C(/C#N)c3nc4ccccc4[nH]3)cc2OC)cc1,?,nt
O=C(/C=C/c1ccccc1)NCC(=O)N/N=C/c1ccco1,?,nt
CC1(C)Cc2c(cnn2-c2cccc(F)c2)C(NC(=O)CN2CCCC2=O)C1 (stereo not given),i,-1
CN(CC(=O)Nc1c(Cl)cccc1Cl)C(=O)Cc1ccc2c(c1)CCC2,-3%,-2
CCC(=C(c1ccc(OC)cc1)c1ccc(OC)cc1)c1cn(CC(O)CN2CCN(C)CC2)c2ccccc12 (stereo not given),?,nt
O=C(O)CCCCn1c(SCC(=O)Nc2ccccc2C(F)(F)F)nc2ccsc2c1=O,16%,7
CCOC(=O)c1nnn(-c2nonc2N)c1-c1ccccc1,?,nt
CCc1ccc(-c2cc(C(F)(F)F)n3nc(C(=O)Nc4cnn(Cc5ccccc5C)c4)cc3n2)s1,?,nt
Cc1ccc(OCCN2CCN(CC(O)Cn3c4ccccc4c4ccccc43)CC2)cc1 (stereo not given),?,nt
CCCn1c(CN2CCN(C(C)=O)CC2)nc2cc(S(=O)(=O)N(C)C)ccc21,?,nt
COc1ccc(OCCNC(=O)c2ccccc2OCC(=O)Nc2ccc(NC(C)=O)cc2)cc1,?,nt
CCCCc1ccc(N=N/C(C(=O)Nc2ccc(NC(C)=O)cc2OC)=C(/C)O)cc1,6%,-17
COc1ccc(OC)c(NS(=O)(=O)c2ccc3c(c2)CCC(=O)N3)c1,?,nt
COc1ccc(-n2c(Cc3cccn3C)nnc2SCC(=O)N2CCC(C)CC2)cc1,-5%,-12
CC(C)(C)c1ccccc1OCCCCCn1ccnc1,?,nt
CCCN(CCC)S(=O)(=O)c1ccc(C(=O)Nc2nc3c(s2)CCc2ccccc2-3)cc1,?,nt
COc1ccc(N(CC(=O)NCCSc2ccccn2)S(=O)(=O)c2ccccc2)cc1Cl,?,nt
CCCOc1ccc(C(CC(=O)O)NS(=O)(=O)c2ccc(NC(C)=O)cc2)cc1 (stereo not given),?,nt
O=C(/C=C/c1ccccc1)NCCSc1ccc(Cl)cc1,8%,2
NC(=O)c1cc(S(=O)(=O)Nc2ccccc2)cs1,2%,2
CCN(CC)C(=O)CN(c1cc2c(cc1OC)oc1ccccc12)S(=O)(=O)c1ccccc1,?,nt
O=C(c1cc2cc(Cl)ccc2o1)N1CCCCCC1,?,nt
CCC(C)(C)C1CCC(=NNC(=S)Nc2cccnc2)CC1 (stereo not given),-11%,12
O=C(O)c1ccccc1CSc1ncn[nH]1,i,8

Structural class: the entries above containing a COOH group.
structure,Lipid storage S3,Lipid storage S3 cell count max
O=C(O)CCCCn1c(SCC(=O)Nc2ccccc2C(F)(F)F)nc2ccsc2c1=O,16%,7
CCCOc1ccc(C(CC(=O)O)NS(=O)(=O)c2ccc(NC(C)=O)cc2)cc1 (stereo not given),?,nt
O=C(O)c1ccccc1CSc1ncn[nH]1,i,8

More structures.
structure,Lipid storage S3,Lipid storage S3 cell count max
Cc1c(NC(=O)C(C)N2C(=O)NC3(CCC(C)CC3)C2=O)c(=O)n(-c2ccccc2)n1C (stereo not given),-2%,10
CS(=O)(=O)c1nc(-c2ccc(Br)cc2)cc(-c2ccccc2)c1C#N,?,nt
Cc1c(Cl)cccc1N1CC(C(=O)Nc2nccs2)CC1=O (stereo not given),i,12
Cc1[nH]c2ccccc2c1N=Nc1cccc(C(=O)O)c1,?,nt
CC(c1ccccc1)n1cc(C(=O)NCCN2CCOCC2)nn1 (stereo not given),1%,0
O=C(NCc1ccc2c(c1)OCO2)C(=S)N1CCOCC1,-16%[9.22 µM],-17
CCOC(=O)N1CCC(NC(=O)C2CCN(S(=O)(=O)c3c(C)noc3C)CC2)CC1,?,nt
CCCCNCc1cc(Br)c(OCC(=O)NCc2ccccc2)c(OC)c1,?,nt
CCOC(=O)c1c(NC(=O)c2noc(C)c2[N+](=O)[O-])sc(C(C)=O)c1C,17%,6
CCOc1ccc(CNC(=O)C(C)n2nc(C)c3c(C)n(-c4ccccc4)nc3c2=O)cc1 (stereo not given),i,nt
Cc1cc(C)c2c(=O)[nH]c(SCC(=O)c3ccc(C(C)C)cc3)nc2n1,?,nt
CCC(CC)C(=O)Nc1cccc(C(=O)N2CCOCC2)c1,?,nt
COc1ccc2oc(N)c(C=O)c(=O)c2c1,-3%,16
CCOC(=O)C1Cc2cc3c(cc2C1=O)CC(C(=O)OCC)C3=O (stereo not given),6%,6
COc1ccc(CN2CCC(n3nccc3NC(=O)C3CCCC3)CC2)c(OC)c1,5%,-3
Cc1csc(C(=O)O)c1NC(=O)c1ccc(F)cc1,?,nt
O=C(CSc1ccc2nnc(CCNC(=O)c3ccc(F)cc3)n2n1)NCC1CCCO1 (stereo not given),i,-10
O=C(O)COc1ccc2c(c1)OCCO2,?,nt
Cc1ccc(SC(CC(=O)c2ccc(C)cc2)C(=O)O)cc1 (stereo not given),i,nt
CCOC(=O)C1CCCCN1C(=O)c1oc2c(Cl)cc(C)cc2c1C (stereo not given),?,nt
CCNS(=O)(=O)c1cc(-c2nnc(OC)c3ccccc23)ccc1C,i,12
CCN(CCCNC(=O)C1CCN(S(=O)(=O)c2cnc[nH]2)CC1)c1ccccc1,i,nt
CCOC(=O)c1ccc(NC2c3ncccc3C(=O)N2Cc2ccc(F)cc2)cc1 (stereo not given),1%,10
Nc1ccn(CC(=O)NCc2ccccn2)c(=O)n1,4%,-6
COc1ccc(CNC(=O)C2CCC(=O)N(CC3CCCCC3)C2)cc1 (stereo not given),?,nt
COC(=O)CCCC1=CC2=C(c3ccccc3)C(=O)C(C)(OC(=O)C3CCCC3)C(=O)C2=CN1CCCCO (stereo not given),0%,9
Cc1cc(C)c(S(=O)(=O)N2CCN(C(=O)C3CC3)CC2)c(C)c1,?,nt
Cc1c(NC(=O)CN2C(=O)NC3(CCCC3)C2=O)c(=O)n(-c2ccccc2)n1C,3%,-2
CCC(C)NC(=O)C(NS(=O)(=O)c1ccc2c(c1)c(=O)n(C)c(=O)n2C)c1ccccc1 (stereo not given),0%,4
CCOc1ccc(OCC)c(NC(=O)C2C3C=CC(O3)C2C(=O)NCc2ccco2)c1 (stereo not given),?,nt
CCCN(CCC)c1nc(N(CCC)CCC)[nH]c(=O)n1,-5%,-5
Cc1ccc(F)c(NC(=O)c2cncn2-c2ccccc2)c1,?,nt

Only part of the results is shown; count on the stated rates, not on these rows.
